TWEAK Fn14 block = TWEAK-Fn14 signaling inhibition | AID 1159606 | TWEAK-stimulated Fn14 reporter cells, luciferase luminescence, 8 h | inhibition, % at 10 µM | hit rate 2% among 360,000; in the data active means inhibition above about 50%
Peg3 prom inh = reduces Peg3 promoter-driven luciferase expression in HeLa; HeLa PEG-Prom luciferase reporter, luminescence, overnight; inhibition, % at 20 µM; hit rate 1.7% among 360,000; AID 588405;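 active means inhibition of at least 50% at 20 µM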
HIF-2a inh = HIF-2a inhibition; 786-0 RCC cells HIF-2a reporter, luciferase luminescence, overnight; inhibition, % at 18.8 µM; hit rate 0.72% among 360,000;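 active means inhibition of the luminescence signal of 40% or more relative to plate controls, in a single-dose primary screen at 18.75 µM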
KKLEB tox = CF airway cell cytotoxicity counter-screen | KKLEB CF airway cells viability, ATPlite luminescence, overnight; stronger effect = lower value; cells stimulated with P. aeruginosa culture filtrate | activity change (cytotoxicity), % at 5 µM | hit rate 0.36% among 360,000;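 active means corrected activity change at or below -50% at 5 µM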
iPSC survival up = increases survival of single human iPS cells; hiPSC single-cell survival, ATPlite luminescence; 100% = ROCK inhibitor wells, 0% = DMSO; survival enhancement, % at 20 µM; hit rate 0.044% among 360,000; in the data active means survival enhancement above about 18%;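 further: cells exposed to compounds for 16 hours before the ATP read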
NR2E3 ag-1 = agonists of human NR2E3 nuclear receptor; hit rate 0.35% among 360,000; CHO-S Gal4-NCOR/VP16-NR2E3 two-hybrid, luciferase; inhibition of corepressor binding, % at 3.98 µM; AID 602229; Q9Y5X4;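 active means inhibition above the mean of all tested compounds plus 3 SD, cut at about 70% in these data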;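 further: 0% = DMSO with NR2E3 transfected cells and 100% = cells lacking NR2E3 construct; higher means lower luciferase signal from less NR2E3 corepressor binding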
Target sequence (Q9Y5X4 whole entry, looked up, the tested form may be a part): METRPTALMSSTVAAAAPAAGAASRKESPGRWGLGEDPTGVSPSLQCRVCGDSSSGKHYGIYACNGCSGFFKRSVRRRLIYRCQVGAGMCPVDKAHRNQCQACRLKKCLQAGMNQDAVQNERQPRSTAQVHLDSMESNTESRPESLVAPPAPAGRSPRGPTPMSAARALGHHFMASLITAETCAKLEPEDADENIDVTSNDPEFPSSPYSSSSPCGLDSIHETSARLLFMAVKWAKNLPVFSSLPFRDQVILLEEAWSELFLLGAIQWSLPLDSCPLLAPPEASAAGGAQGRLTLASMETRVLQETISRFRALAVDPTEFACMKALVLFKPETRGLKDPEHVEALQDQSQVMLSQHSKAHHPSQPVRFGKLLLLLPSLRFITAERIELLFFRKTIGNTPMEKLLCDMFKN
NR2E3 ag-2 = agonists of human nuclear receptor NR2E3; AID 2300; inhibition of corepressor binding, % at 4.78 µM; hit rate 0.12% among 320,000; GST-NR2E3/biotin-RetCOR TR-FRET, 1536-well;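 active means percent inhibition above the cutoff of mean plus 3 SD of all tested compounds, set per screening campaign, cut at about 20% in these data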;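 further: 0% = DMSO wells and 100% = biotin wells as full block of FRET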
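Material: NR2E3–RetCOR corepressor complex / Incubation: Compound–protein incubation for 5 h at 4 °C / Dosing: compound at 4.8 µM, single dose / Detection: time-resolved FRET / Benchmarks: high control biotin, low control 0.6% DMSO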
MITF TRPM1 inh = inhibitors of MITF-driven TRPM1 promoter in melanoma cells. SK-MEL-5 TRPM1 promoter luciferase, 24 h. inhibition, % at 12.5 µM. hit rate 0.83% among 330,000. AID 488899;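 active means mean inhibition across replicates of 60% or more, whatever share of single replicates reaches that level; inconclusive means some that reach 60%, reason not given; inactive means mean inhibition across replicates below 60%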; further: values of inactives mirror those of a sister screen read the other way
CF NFkB block = blocks PAF-induced NF-kB reporter in cystic fibrosis cells | KKLEB NF-kB-GFP reporter, GFP fluorescence overnight | inhibition, % at 5 µM | hit rate 0.86% among 360,000 | AID 588850;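 active means at least 50% inhibition at 5 µM, scaled per plate between neutral and stimulator controls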;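 further: PAF is a Pseudomonas aeruginosa culture filtrate used as stimulus; plate controls were PAF-stimulated DMSO wells for no effect and unstimulated DMSO wells for full effect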
Shn3 inh set2 = Schnurri-3 reporter inhibition in Clone20 osteoblasts; Clone20 osteoblast Shn3 3'UTR firefly luciferase, 24 h; inhibition, % at 12.5 µM; hit rate 0.52% among 360,000; AID 588674;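 active means mean inhibition of at least 75% with every replicate also reaching 75%; inconclusive means mean inhibition at least 75% but some replicate below; inactive means mean inhibition below 75%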;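 further: 0% = median of neutral control wells and 100% = pilot-screen positive control compound; some compounds past the cut are filed as inactive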
aDG glyco act = alpha-DG glycosylation activation | Pro5-aDG cells, alpha-DG glycosylation AlphaScreen (IIH6); 0% Pro5, 100% B10-LARGE cell signal | activation, % at 10 µM | hit rate 0.22% among 360,000;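 active means activation of at least 8% versus controls, or a plate z-score of at least 8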;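 further: Pro5 are CHO cells carrying HIG-tagged alpha-DG that lacks glycosylation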
Active calls of the source: *; ? = inconclusive; · = no result given.

molecule	TWEAK Fn14 block	Peg3 prom inh	HIF-2a inh	KKLEB tox	iPSC survival up	NR2E3 ag-1	NR2E3 ag-2	MITF TRPM1 inh	CF NFkB block	Shn3 inh set2	aDG glyco act
COc1ccc2nc3n(c(=O)c2c1)-c1cc2ccccc2cc1C(=O)NC3Cc1ccc(O)cc1 (stereo not given)	11	78*	17	-1	-0.3	-40	·	·	-4	39	-0.1
Cc1cc(C)c(NS(=O)(=O)c2c(C)noc2C)c(C)c1	1	3	13	-6	0.1	8	2	8	-14	39	0.0
CC(=O)NC1C(OCc2cccc(Br)c2)OC(COC(C)=O)C(OC(C)=O)C1OC(C)=O (stereo not given)	-13	-9	8	-2	-0.9	1	1	4	16	-12	-0.5
N[C@@H](C(=O)N[C@@H]1C(=O)N2C(C(=O)O)=C(Cl)CS[C@H]12)c1ccccc1	-7	0	-2	-5	0.4	-35	-1	4	-13	2	-0.1
O=C(/C=C/c1ccco1)NCC1OCCc2ccccc21 (stereo not given)	-2	-9	-5	1	0.1	7	1	-7	-7	-66	0.1
CC(C)CCOc1ccc(C2=NNC(=O)CC2)cc1	-25	-157	-128	-17	-2.6	-28	1	-16	-2	-37	0.5
Cc1ccc(S(=O)(=O)N2CC3(O)CN(C(=O)OC(C)C)N(C(=O)OC(C)C)CC3(OC(=O)NC3CCCC3)C2)cc1 (stereo not given)	5	-5	-2	20	2.0	-1	·	·	-5	-4	0.1
O=[N+]([O-])c1ccc(C2CC(c3ccccc3)=Nc3ccccc3S2)cc1 (stereo not given)	27	-12	-77	3	-0.7	-58	-2	-13	-8	-6	0.3
O=C(O)c1ccc(O)c(N2C(=O)Nc3ccccc3N2O)c1	-23	2	14	0	2.7	-26	1	6	-9	3	0.1
CC12CC3(C)CC(C)(C1)CC(NC(=O)N1CCCC1)(C2)C3	0	1	-2	5	-1.2	14	0	4	8	·	0.1
COc1ccc(NC(=O)CN(C)CC(=O)Nc2ccc(C)c(S(=O)(=O)N3CCCCC3)c2)cc1	17	24	3	-3	6.5	13	-1	16	7	50	0.0
O=C(CSc1cc(Cl)ccc1Cl)Nc1ccc(N2CCOCC2)cc1	2	2	-19	5	1.0	19	3	-3	7	-4	-0.2
CC(Oc1ccc(Cl)cc1)C(=O)N/N=C/c1ccsc1 (stereo not given)	11	9	3	21	-0.2	23	-6	-1	-5	3	0.0
CCOC(=O)[C@H]1[C@H]2COc3ccc(Cl)cc3[C@@H]2N2C(=O)c3cc(Br)ccc3NC(=O)[C@@]12C	1	27	6	9	-3.1	-10	3	4	-1	32	0.3
CCCCOc1ccc(C2NC(=O)NC(C)=C2C(C)=O)cc1OCC (stereo not given)	1	11	15	1	-1.4	-8	1	4	-18	9	-0.2
O=C(O)c1ccc(-c2ccc(/C=C3\NC(=O)N(Cc4ccc(Cl)cc4)C3=O)o2)cc1Cl	16	-7	22	6	-2.1	-6	·	-2	-5	-1	0.4
C=CCNC(=O)c1cnn(-c2ccccc2)c1-c1ccccc1	-3	11	21	-4	-0.4	-11	-2	3	-6	21	0.0
NCCCC[C@H]1CNC(=S)N1CCCCC1CCCCC1	6	-9	13	-3	-2.5	1	-2	5	15	38	1.0
COCCOc1cc2ncnc(N3CCC(C(=O)O)CC3)c2cc1OCCOC	5	12	16	7	-0.3	-9	3	5	-10	-11	-0.1
COc1ccc(OC)c(C=C2CCc3ccccc3C2=O)c1	6	8	-80	-3	-0.3	-71	·	·	3	-4	-0.1
O=C(NCc1ccc2c(c1)OCO2)c1ccc2c(c1)S(=O)(=O)c1ccccc1C2=O	-36	13	-6	-2	-1.8	-4	-2	7	14	-8	0.0
CCOC(=O)N1CCN(C(=O)c2ccc(Cn3c(=S)[nH]c4ccc(Br)cc4c3=O)cc2)CC1	57*	31	1	6	0.6	-14	0	71*	-3	?	0.5
NC(=O)CC(NC(=O)c1cccc(Br)c1)c1ccc(NC2CCCCCCCCCCC2)c([N+](=O)[O-])c1 (stereo not given)	6	0	4	-10	-0.2	-5	3	-15	11	-7	-0.3
CC(=O)Oc1ccc(/C=N/NC(=O)c2ccc(N(C)S(=O)(=O)c3ccccc3)cc2)cc1	-11	19	8	1	0.9	-1	3	0	7	-5	-0.1
Cc1cccnc1NC(=O)CCCc1c[nH]c2ccccc12	20	7	24	18	0.3	5	4	-8	-55	6	0.1

Next part; it opens with the 2 that closed the last part.
molecule	TWEAK Fn14 block	Peg3 prom inh	HIF-2a inh	KKLEB tox	iPSC survival up	NR2E3 ag-1	NR2E3 ag-2	MITF TRPM1 inh	CF NFkB block	Shn3 inh set2	aDG glyco act
CC(=O)Oc1ccc(/C=N/NC(=O)c2ccc(N(C)S(=O)(=O)c3ccccc3)cc2)cc1	-11	19	8	1	0.9	-1	3	0	7	-5	-0.1
Cc1cccnc1NC(=O)CCCc1c[nH]c2ccccc12	20	7	24	18	0.3	5	4	-8	-55	6	0.1
CCCC(=O)Nc1ccc2c(c1)nc(CCN1CCC(C)CC1)n2C	-11	7	4	-11	0.2	-13	·	·	13	14	-0.2
CCS(=O)(=O)n1nc(-c2ccccc2)cc1N	8	1	-6	-11	-1.2	-8	1	·	4	-29	-0.2
Cc1cccc(-n2cc(CNCCN3CCOC3=O)c(-c3cccc(F)c3)n2)c1	4	-39	-64	-7	0.1	-11	2	-20	11	-22	1.0
O=C(Nc1cccc(F)c1)Nc1nnc([C@@H]2C[C@H](O)[C@@H](CO)O2)s1	-1	-21	-107	0	1.2	-84	·	·	4	-6	-0.3
COc1cccc(-c2nc(N3CCN(c4ccccc4)CC3)c3ccccc3n2)c1O	4	1	-13	2	-3.1	-18	1	14	-13	-2	-0.4
O=C(OCc1nnn(Cc2ccccc2)c1-c1c(COC(=O)c2ccccc2)nnn1Cc1ccccc1)c1ccccc1	18	12	19	-12	3.1	-5	2	2	-9	28	-0.1
Cc1cc(=O)n2c3ccccc3n(CC(O)CN3CCC(C)CC3)c2c1C#N (stereo not given)	-8	-14	13	7	0.0	9	·	-8	-10	-1	0.2
Cc1ccc(C)c(CN2C(=O)C3(OCCCO3)c3ccccc32)c1	11	8	13	-10	-2.7	18	0	5	-3	9	0.1
CCCCn1c(=O)n(C)c(=O)c2c(C(F)(F)F)cc(-c3ccncc3)nc21	-39	27	22	-14	-1.8	-24	-2	-4	-9	30	-0.1
CCOC(=O)N1CCN(C(=O)c2cn(C)c3ccc(S(=O)(=O)N4CCOCC4)cc3c2=O)CC1	-9	-2	-1	-2	-0.5	-11	-1	4	3	-14	0.0
COc1ccccc1S(=O)(=O)N(C)C[C@H]1Oc2cc(Br)ccc2S(=O)(=O)N([C@@H](C)CO)C[C@H]1C	1	16	0	-8	-0.9	6	·	·	-15	-5	0.0
Cc1nn(-c2ccc(F)cc2)c(Cl)c1/C=C1\C(=O)Nc2ccccc21	45	26	-37	-2	0.7	-44	1	29	12	17	-0.3
COc1ccccc1CCNC(=O)C(=O)c1cn(CC(=O)N2CCOCC2)c2ccccc12	-11	-153	-93	-2	-0.3	12	0	-43	10	-59	0.1
N=c1c(C(=O)NCC2CCCO2)cc2c(=O)n3ccccc3nc2n1Cc1ccccc1 (stereo not given)	-41	-22	8	-3	-0.3	0	0	10	-18	-3	0.2
C[n+]1cccc2cccc([O-])c21	10	4	13	-3	0.1	-33	·	2	0	13	0.1
O=C(O)C1CC(O)CN1c1nc(Cl)ccc1[N+](=O)[O-] (stereo not given)	-5	4	25	-6	2.5	1	1	5	0	1	-0.6
CC(=O)Nc1ccc(C=NNc2ccc([N+](=O)[O-])cn2)cc1	6	-281	-286	12	0.3	-45	·	-48	10	-97	0.2
COC(=O)CN1C(=O)[C@H]2[C@@H](/C=C/c3ccccc3)N3C(=O)CN(Cc4ccccc4)C(=O)[C@@]3(Cc3ccccc3)[C@H]2C1=O	-6	-7	3	10	1.6	-6	5	3	2	-16	0.1

4 compounds from above, limited to Peg3 prom inh, iPSC survival up and TWEAK Fn14 block:
| smiles | Peg3 prom inh | iPSC survival up | TWEAK Fn14 block |
| --- | --- | --- | --- |
| CCCCn1c(=O)n(C)c(=O)c2c(C(F)(F)F)cc(-c3ccncc3)nc21 | 27 | -1.8 | -39 |
| COc1ccccc1CCNC(=O)C(=O)c1cn(CC(=O)N2CCOCC2)c2ccccc12 | -153 | -0.3 | -11 |
| Cc1ccc(C)c(CN2C(=O)C3(OCCCO3)c3ccccc32)c1 | 8 | -2.7 | 11 |
| O=C(O)C1CC(O)CN1c1nc(Cl)ccc1[N+](=O)[O-] (stereo not given) | 4 | 2.5 | -5 |

Of the compounds above, 2 have an NH in an aromatic ring.
molecule	TWEAK Fn14 block	Peg3 prom inh	HIF-2a inh	KKLEB tox	iPSC survival up	NR2E3 ag-1	NR2E3 ag-2	MITF TRPM1 inh	CF NFkB block	Shn3 inh set2	aDG glyco act
CCOC(=O)N1CCN(C(=O)c2ccc(Cn3c(=S)[nH]c4ccc(Br)cc4c3=O)cc2)CC1	57*	31	1	6	0.6	-14	0	71*	-3	?	0.5
Cc1cccnc1NC(=O)CCCc1c[nH]c2ccccc12	20	7	24	18	0.3	5	4	-8	-55	6	0.1

Screening results deposited in PubChem BioAssay by several laboratories.
